Screening results deposited in PubChem BioAssay by The Scripps Research Institute Molecular Screening Center.
pPAFAH inh = inhibitors of human plasma PAF acetylhydrolase (pPAFAH); AID 463082; recombinant pPAFAH, FP-rhodamine probe fluorescence polarization; actives 1.5% (n = 330,000); inhibition, % at 3.39 µM; Q13093;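 active = inhibition above the mean inhibition across the screen plus 3 SD, cut at about 25% in these data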;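 also: inhibitors block binding of the rhodamine activity-based probe so polarization drops; 0% = enzyme with DMSO and 100% = wells lacking pPAFAH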
PAFAH2 inh = inhibitors of human PAFAH2; recombinant PAFAH2, FP-rhodamine activity probe, fluorescence polarization; inhibition, % at 3.39 µM; actives 0.99% (n = 340,000); Q99487;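 active = inhibition above the mean over all tested compounds plus 3 SD, cut at about 30% in these data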;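 also: inhibitors block probe labeling of enzyme so polarization drops; 0% = enzyme with DMSO and 100% = wells lacking PAFAH2 protein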
PME-1 inh = blocks human protein phosphatase methylesterase 1. actives 0.53% (n = 320,000). recombinant PME-1, FP-Rh probe fluorescence polarization. AID 2130. inhibition, % at 5.9 µM. Q9Y570;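 active = inhibition above the campaign mean of all compounds plus 3 SD, cut at about 26% in these data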;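 also: competitive labeling of PME-1 active site by serine hydrolase directed probe; 0% = PME-1 with DMSO and 100% = wells lacking PME-1 enzyme; inhibitors block probe labeling so polarization falls and inhibition rises; many of its hits are not listed in these tables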
LYPLA1 counter = counter-screen for PME1 inhibitors: inhibitors of human LYPLA1 | AID 2174 | inhibition, % at 5.9 µM | actives 0.16% (n = 320,000) | O75608 | recombinant LYPLA1, FP-Rh probe fluorescence polarization;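 active = inhibition above the mean of all tested compounds plus 3 SD, set per campaign, cut at about 14% in these data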;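 also: inhibitors block serine hydrolase probe labeling of LYPLA1 so polarization falls; 0% = enzyme with DMSO and 100% = wells lacking LYPLA1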
PAFAH1B3 inh = blocks human PAF acetylhydrolase 1B catalytic subunit 3; Q15102; recombinant PAFAH1B3, FP-rhodamine probe, fluorescence polarization; inhibition, % at 3.39 µM; actives 0.28% (n = 340,000); AID 492972;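 active = inhibition above the screen-wide average of all tested compounds plus 3 SD, cut at about 25% in these data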;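 also: 0% = enzyme with DMSO only and 100% = wells lacking PAFAH1B3 protein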
Target sequence (Q15102 whole entry, looked up): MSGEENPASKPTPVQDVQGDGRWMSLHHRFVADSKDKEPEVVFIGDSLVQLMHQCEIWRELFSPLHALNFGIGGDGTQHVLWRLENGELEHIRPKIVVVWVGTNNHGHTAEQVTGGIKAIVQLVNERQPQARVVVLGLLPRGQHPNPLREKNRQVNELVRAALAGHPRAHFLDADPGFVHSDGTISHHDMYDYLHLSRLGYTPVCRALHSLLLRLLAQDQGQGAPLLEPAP
PAFAH1B2 inh = PAFAH1B2 (human) inhibition | P68402 | AID 492953 | inhibition, % at 3.39 µM | recombinant PAFAH1B2, FP-rhodamine activity probe, fluorescence polarization | actives 1.2% (n = 340,000);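 active = inhibition above the mean of all tested compounds plus 3 SD, cut at about 24% in these data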;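 also: 0% = enzyme with DMSO and 100% = wells lacking PAFAH1B2; many of its hits are not listed in these tables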
GSTO1 counter = GSTO1 inhibition, counter-screen for RBBP9 inhibitors; actives 1.1% (n = 300,000); inhibition, % at 5.96 µM; AID 1974; recombinant GSTO1, activity-based probe fluorescence polarization;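 active = inhibition above the campaign mean inhibition plus 3 SD, cut at about 35% in these data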;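 also: 0% = GSTO1-1 with DMSO and 100% = wells lacking GSTO1-1 enzyme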
PAD4 inh = blocks human protein arginine deiminase 4 | Q9UM07 | inhibition, % at 6.36 µM | actives 0.41% (n = 330,000) | recombinant PAD4, RCA probe fluorescence polarization;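 active = percent inhibition above a cutoff equal to the mean of all tested compounds plus 3 SD, cut at about 15% in these data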;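 also: 0% = PAD4 with RCA probe and DMSO and 100% = probe without PAD4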
Target sequence (Q9UM07 whole entry, looked up): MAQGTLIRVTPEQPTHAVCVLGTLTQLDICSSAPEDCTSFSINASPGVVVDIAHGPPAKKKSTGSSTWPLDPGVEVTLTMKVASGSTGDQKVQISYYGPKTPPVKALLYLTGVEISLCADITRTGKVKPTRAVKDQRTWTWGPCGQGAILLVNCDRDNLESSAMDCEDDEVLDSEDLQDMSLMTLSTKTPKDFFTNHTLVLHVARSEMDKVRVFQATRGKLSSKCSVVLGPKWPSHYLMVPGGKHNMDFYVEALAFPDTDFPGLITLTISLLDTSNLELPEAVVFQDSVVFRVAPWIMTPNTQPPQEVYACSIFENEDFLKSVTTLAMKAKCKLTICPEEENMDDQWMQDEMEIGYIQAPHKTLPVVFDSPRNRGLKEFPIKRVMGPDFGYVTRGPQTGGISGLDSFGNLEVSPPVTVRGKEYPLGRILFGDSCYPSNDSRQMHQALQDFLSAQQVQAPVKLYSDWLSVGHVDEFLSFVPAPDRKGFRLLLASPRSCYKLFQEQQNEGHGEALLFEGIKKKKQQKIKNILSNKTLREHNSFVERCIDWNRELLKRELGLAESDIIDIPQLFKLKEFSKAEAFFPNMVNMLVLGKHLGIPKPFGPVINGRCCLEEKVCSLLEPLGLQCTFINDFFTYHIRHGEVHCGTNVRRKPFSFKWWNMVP
Fam108B counter = Fam108B inhibition, counter-screen for RBBP9 inhibitors; recombinant Fam108B, FP-Rh probe fluorescence polarization; inhibition, % at 9.51 µM; actives 0.33% (n = 300,000); AID 1947;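 active = inhibition above the screen mean inhibition plus 3 SD, computed separately per campaign, cut at about 18% in these data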;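 also: inhibitors lower polarization as less probe binds the enzyme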
Starred values were filed as active, the others as inactive; . = not tested or not shown. A portion of the library; count on the stated rates, not on these rows.

SMILES	pPAFAH inh	PAFAH2 inh	PME-1 inh	LYPLA1 counter	PAFAH1B3 inh	PAFAH1B2 inh	GSTO1 counter	PAD4 inh	Fam108B counter
O=C1c2cccnc2C(Nc2cccc(F)c2)N1Cc1ccco1 (stereo not drawn)	4	9	0	3	4	1	5	1	-4
CCOC1=NN(c2ccccc2)C(=O)/C1=C\N(C)C	1	0	3	1	1	1	20	-10	-1
O=C(O)C1CCC(CNS(=O)(=O)c2ccc(Cl)cc2)CC1 (stereo not drawn)	-4	2	-9	2	7	23	8	-3	-3
CC(=O)CCCCn1cnc2c1c(=O)n(C)c(=O)n2C	2	.	-2	-1	.	.	3	-6	3
COCCn1c(SCc2nc3ccccc3s2)nc2ccccc21	6	1	7	0	-1	8	7	-1	-2
CC(C)CC(NS(=O)(=O)c1ccccc1S(=O)(=O)NC(CC(C)C)C(=O)O)C(=O)O (stereo not drawn)	4	1	2	-1	-4	-1	-1	-1	0
O=C(CSc1nc(C(F)(F)F)cc(=O)[nH]1)N1CCCC1	4	4	2	-2	2	8	3	2	-3
O=C(C1CCN(C2CCN(C/C=C/c3ccccc3)CC2)CC1)N1CCOCC1	-4	4	-1	-1	1	-4	-2	-7	-2
CC(=O)c1ccc(N2Cc3ccccc3C2=NC(=O)c2cccs2)cc1	9	-10	-1	2	-4	-3	-7	2	-3
Cc1cccc(COc2ccccc2/C=N/Nc2ccc([N+](=O)[O-])cc2)c1	18	-8	12	-15	1	2	6	-1	23*
C=CCn1c(SCc2n[nH]c(=S)n2-c2ccccc2)nnc1-c1ccccc1	2	5	-1	1	13	4	-5	-2	-1
COc1ccccc1CNC(=O)c1cc(S(=O)(=O)N2CCOCC2)cn1C	6	-6	1	-1	-4	3	0	0	-5
Cc1cc(/C=N/O)c(C)n1-c1ccccc1	-1	1	0	-2	-1	4	3	-3	1
COC(=O)c1ccc(N2CCN(CCNC(=O)Nc3ccc(OC)cc3)CC2)cc1	6	1	-2	-3	4	3	0	1	4
CNC(=O)CSc1nnc(C(C)C)n1C	3	1	-1	2	4	8	6	-1	3

Not a retest: eleven of the compounds above.
SMILES	pPAFAH inh	PAFAH2 inh	PME-1 inh	LYPLA1 counter	PAFAH1B3 inh	PAFAH1B2 inh	GSTO1 counter	PAD4 inh	Fam108B counter
COCCn1c(SCc2nc3ccccc3s2)nc2ccccc21	6	1	7	0	-1	8	7	-1	-2
CC(C)CC(NS(=O)(=O)c1ccccc1S(=O)(=O)NC(CC(C)C)C(=O)O)C(=O)O (stereo not drawn)	4	1	2	-1	-4	-1	-1	-1	0
O=C(CSc1nc(C(F)(F)F)cc(=O)[nH]1)N1CCCC1	4	4	2	-2	2	8	3	2	-3
O=C(C1CCN(C2CCN(C/C=C/c3ccccc3)CC2)CC1)N1CCOCC1	-4	4	-1	-1	1	-4	-2	-7	-2
CC(=O)c1ccc(N2Cc3ccccc3C2=NC(=O)c2cccs2)cc1	9	-10	-1	2	-4	-3	-7	2	-3
Cc1cccc(COc2ccccc2/C=N/Nc2ccc([N+](=O)[O-])cc2)c1	18	-8	12	-15	1	2	6	-1	23*
C=CCn1c(SCc2n[nH]c(=S)n2-c2ccccc2)nnc1-c1ccccc1	2	5	-1	1	13	4	-5	-2	-1
COc1ccccc1CNC(=O)c1cc(S(=O)(=O)N2CCOCC2)cn1C	6	-6	1	-1	-4	3	0	0	-5
Cc1cc(/C=N/O)c(C)n1-c1ccccc1	-1	1	0	-2	-1	4	3	-3	1
COC(=O)c1ccc(N2CCN(CCNC(=O)Nc3ccc(OC)cc3)CC2)cc1	6	1	-2	-3	4	3	0	1	4
CNC(=O)CSc1nnc(C(C)C)n1C	3	1	-1	2	4	8	6	-1	3

Later entries:
SMILES	pPAFAH inh	PAFAH2 inh	PME-1 inh	LYPLA1 counter	PAFAH1B3 inh	PAFAH1B2 inh	GSTO1 counter	PAD4 inh	Fam108B counter
COc1ccc(OC)c(/C=N/NC(=O)c2[nH]ncc2Br)c1	-5	.	1	-6	.	.	-1	0	-1
CCOc1ccc2nc(SCC(=O)NCc3ccc(S(N)(=O)=O)cc3)[nH]c2c1	3	0	-1	0	10	-2	2	-2	-2
CCc1ccc(C(=O)CN2C(=O)NC3(CCc4ccccc43)C2=O)cc1 (stereo not drawn)	0	3	7	6	4	7	.	-2	.
COc1ccc(CNC(=O)c2ccc(C)o2)cc1	-3	-4	-2	4	0	7	2	-1	0
CC(NC(=S)Nc1ccc(F)cc1)C(c1cccs1)N1CCOCC1 (stereo not drawn)	-1	4	-2	0	4	10	3	-3	0
C=CC[C@H](CC(=O)NCCO)C(=O)NC[C@@H](OC(=O)[C@@H](CC=C)Cc1ccc(F)cc1)c1ccccc1	1	9	.	.	1	5	.	6	.
CNC(=S)Nc1cccc(Cl)c1C	1	-7	0	5	4	1	0	0	7
O=C(NC(=S)Nc1ccc(O)cc1)c1cncc(Br)c1	-3	0	7	0	7	1	-2	3	4
COc1cc2c(cc1O)CC[C@@H]1[C@@H]2CC[C@]2(C)[C@@H](O)CC[C@@H]12	-1	6	1	7	4	2	3	0	-2
CCCn1c(SCC(=O)Nc2ccc(NC(=O)CC)cc2)nc2c1c(=O)n(C)c(=O)n2C	-5	0	5	-4	4	5	6	-2	4
COc1ccc(S(=O)(=O)N2CCOCC2)cc1NC(=O)CN1C(=O)CN(C)C1=O	-1	4	.	.	0	0	.	4	.
CCN(CC)S(=O)(=O)c1cc(C(=O)OC(C)C(=O)NCc2ccco2)ccc1C (stereo not drawn)	12	6	5	-1	2	3	.	0	.
Cn1cc(S(=O)(=O)N2CCCC2)cc1C(=O)NCc1ccc(Cl)cc1	-1	6	7	0	-5	7	-3	-3	-1
Cc1ccc2nc(SCC(=O)Nc3cccc4ccccc34)nc(=O)n2c1	3	-7	7	0	7	0	-6	-2	1
Cc1ccc(/C(C#N)=C\c2ccc(N3CCOCC3)o2)cc1	6	7	12	1	5	12	13	-3	3
CN(C)S(=O)(=O)Oc1ccsc1C(=O)Nc1ccccc1Cl	3	10	4	3	5	0	-3	5	-7
COC(=O)c1ccccc1NC(=O)Cn1ccnc1	1	6	4	-1	0	9	11	0	3
COc1cc([N+](=O)[O-])ccc1NC(=O)CCCOc1ccc(C)cc1	2	-3	-7	0	10	4	3	5	1
CC(=O)Oc1ccc2c(=O)c(Oc3ccccc3)c(C)oc2c1OC(C)=O	17	10	-6	-2	15	7	27	5	-2
COc1cccc(C2C3=C(N=C4SCC(=O)N42)c2ccccc2CC3)c1OC (stereo not drawn)	4	0	-1	1	2	-1	11	2	-2
COc1ccccc1NC(=O)COC(=O)/C=C/c1ccccc1[N+](=O)[O-]	26*	12	11	1	8	3	5	1	-1
O=S(=O)(NCc1ccccc1)c1ccc(NC(=S)NCc2ccco2)cc1	6	-22	-1	-3	-5	3	-9	-4	-2
CN1C(C(=O)NCc2ccc(OC(F)(F)F)cc2)CC2Cn3c(nc4cc(Cl)c(Cl)cc43)C21 (stereo not drawn)	-3	4	3	0	-2	6	5	0	5
Cc1cc(C(=O)N(C)CC(=O)Nc2ccc(Cl)c(C(F)(F)F)c2)no1	3	1	5	-2	-9	5	1	5	1
O=C(NC(=S)N1CCCCC1c1cccnc1)c1ccc(F)cc1 (stereo not drawn)	3	0	-2	-6	-1	8	7	5	1
COc1ccc2oc(C(=O)OCC(=O)Nc3cc(S(=O)(=O)N4CCOCC4)ccc3C)c(C)c2c1	4	-7	14	-15	2	-3	-4	0	-12
Cn1c(SCC(=O)Nc2ccccc2Br)nnc1-c1cnccn1	0	-4	0	2	3	2	13	4	3
N#Cc1cc(Oc2ccc3ccccc3c2)c(-n2nnc3ccccc32)cc1C#N	0	-10	-2	-4	2	2	-3	-1	-4
CCCCN(C)CCNC(=O)Cn1c(=O)sc2ccccc21	-3	1	1	2	0	4	2	0	2
Cc1ccc(CN2CCCN(Cc3cc(C)ccc3C)S2(=O)=O)cc1	5	0	0	0	8	9	3	4	-5
COc1ccc(OC)c2sc(NNC(=O)C3COc4ccccc4O3)nc12 (stereo not drawn)	13	8	-2	0	13	1	-14	-3	-3
O=C(NCCC1CCCCN1S(=O)(=O)c1ccc(F)cc1)C(=O)NCc1ccccn1 (stereo not drawn)	7	-3	0	3	3	5	-1	1	0
CCN(CC)S(=O)(=O)c1cccc(NC(=O)CN(C)C2CCCCC2)c1	0	0	-6	-6	8	5	8	-1	-1
Cc1ccc(C)c(NC(=S)c2nc3ccccc3s2)c1	3	-7	4	-7	1	3	-6	3	2
Cc1nc2ccc(CN(C)c3ccc(C(=O)N[C@@H](CCC(=O)O)C(=O)O)s3)cc2c(=O)[nH]1	4	.	-6	-3	.	.	10	0	3
O=C(COc1ccccc1)Nc1ccccc1Oc1ccccc1	5	-1	0	1	6	12	-1	-4	-6
Cc1cc(SCCC(=O)O)nc2c(C)cccc12	5	1	-3	6	11	0	2	0	-2
COc1ccc(-c2nn(-c3ccccc3)cc2CO)cc1	-8	6	1	-2	1	0	-6	-1	2
CCS(=O)(=O)Nc1cccc(-c2ccc3nnc(C)n3n2)c1	-4	.	1	-4	.	.	5	1	-1
CCOC(=O)N1CCc2c(sc3c2c(=O)n(Cc2ccccc2)c(=O)n3CC(=O)NCCOC)C1	5	0	2	0	2	-1	5	-2	1
CCN(CC)CCCN(Cc1cc2cc3c(cc2[nH]c1=O)OCO3)C(=S)Nc1ccccc1OC	-1	0	-4	0	11	-1	0	3	-1
CCN(CCNC(=O)C1CCN(S(=O)(=O)c2c(C)noc2C)CC1)c1ccccc1	3	6	4	4	-2	-2	3	-3	-1
COc1ccccc1NC(=O)c1oc2ccccc2c1NC(=O)C1CC1	-5	7	-6	-5	-2	2	3	-5	-13
CCOc1ccc(-c2ccc(SCC(=O)N3CCN(c4ccccc4)CC3)nn2)cc1	4	.	-1	5	.	.	4	-1	-4
O=C(NN1CC(=O)N(c2cc(Cl)cc(Cl)c2)CC1=O)c1sccc1Cl	1	.	2	0	.	.	2	2	0
O=[N+]([O-])c1ccc(Sc2ccc(Cl)c(Cl)c2)nc1	7	2	-1	3	-9	1	5	2	4
COc1ccc2[nH]c3c(c2c1)CCN1C(=O)C(CC(=O)NCCC2=CCCCC2)C[C@H](C(=O)N2CCOCC2)[C@@]31C (stereo partly drawn)	4	-5	.	.	4	5	.	-1	.
O=C(Nc1ccc(Cl)c(S(=O)(=O)N2CCCCC2)c1)c1ccco1	-1	14	4	-7	10	2	.	4	.
Cc1cc(OCC(=O)Nn2cnnc2)c(C)cc1Br	6	9	3	1	7	5	8	-2	-1
